E-sel inducer: induces E-selectin expression in human endothelial cells | P16581 | HUVEC E-selectin immunofluorescence imaging; normalized: neutral wells 0, TNF-alpha wells 100 | activation, % at 7.58 µM | hit rate 0.37% among 260,000;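 active = mean E-selectin-positive cell signal at least 10% of the positive control, reached in at least 60% of replicates, without over 20% cell loss; inconclusive = no rule given, readout overlaps actives, possibly toxicity-flagged; inactive = the rest, including those meeting only one limit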;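 also: in these data hits start at about 27%; measured in HUVEC primary endothelial cells; signal is the percent of cells scored E-selectin positive by PE staining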
Target sequence (P16581 whole entry, looked up): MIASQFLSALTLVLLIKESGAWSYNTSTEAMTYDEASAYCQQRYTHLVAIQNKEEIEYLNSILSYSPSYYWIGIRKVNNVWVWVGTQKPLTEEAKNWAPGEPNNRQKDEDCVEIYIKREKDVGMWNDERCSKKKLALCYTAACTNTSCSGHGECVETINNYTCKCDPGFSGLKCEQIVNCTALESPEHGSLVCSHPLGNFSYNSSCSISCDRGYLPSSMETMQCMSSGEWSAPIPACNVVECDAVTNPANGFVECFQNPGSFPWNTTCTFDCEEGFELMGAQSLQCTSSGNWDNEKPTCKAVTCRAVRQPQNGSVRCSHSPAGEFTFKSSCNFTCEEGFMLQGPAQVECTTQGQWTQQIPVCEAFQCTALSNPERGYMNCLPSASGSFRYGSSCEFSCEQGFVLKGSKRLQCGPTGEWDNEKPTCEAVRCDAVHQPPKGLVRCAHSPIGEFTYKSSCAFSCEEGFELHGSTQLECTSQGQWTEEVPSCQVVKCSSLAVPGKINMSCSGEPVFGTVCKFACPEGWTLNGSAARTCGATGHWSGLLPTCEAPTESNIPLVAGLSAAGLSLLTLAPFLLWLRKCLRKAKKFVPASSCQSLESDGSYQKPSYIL
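Read-out basis: % PE-positive cells; Test system: HUVEC primary endothelial cells; Technique: immunofluorescence imaging; Dosing: single-point compound dose.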
ERAP1 inh: blocks human ERAP1 aminopeptidase activity. Q9NZ08. recombinant ERAP1, Leu-AMC fluorescence, 60 min. inhibition, % at 10.7 µM. hit rate 0.15% among 340,000;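 active = mean replicate inhibition of at least 30%, or all replicates individually reaching that 30% level; inactive = mean below 30% and not every replicate reaching it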;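 also: 0% = neutral control wells and 100% = L-leucinethiol positive control wells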
Cneo AK release: Cryptococcus neoformans lysis via adenylate kinase release; C. neoformans lysis, adenylate kinase release luminescence, 4 h; normalised: neutral wells 0, clomiphene wells 100; lysis activity, % at 15 µM; hit rate 0.2% among 360,000; AID 651654;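 active = mean lysis activity across replicates of at least 80%, whatever share of replicates individually reach that level; inactive = mean lysis activity below 80%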
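Schedule: static 4 h at 37 °C with compound, 1 h detection; system: C. neoformans cells; benchmarks: Clomiphene as positive control; buffer or medium: fresh YPD medium; measure: luminescence rise reflecting yeast cell lysis; measured by: luminescent adenylate kinase detection reagent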
PglD DTNB: PglD (C. jejuni) enzyme inhibition | purified PglD enzyme, DTNB colorimetric CoA detection | inhibition, % at 12.5 µM | hit rate 0.098% among 360,000; in the data active = inhibition above about 16%, passing the limit was not always enough; inconclusive = no clear call, values can overlap the other calls; also: strong numbers were not always called active
miR122 inh: inhibitors of miR-122 in Huh7 cells. activation (reporter increase), % at 12.5 µM. hit rate 0.3% among 340,000. Huh7 miR-122 Renilla luciferase sensor, 48 h; neutral wells = 0, positive control = 100;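 active = mean replicate activation score at least 90 and every replicate individually at or above 90; inconclusive = only one of the two criteria met; inactive = neither criterion met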;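 also: higher luciferase means less miR-122 activity so hits act as miR-122 inhibitors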
PGC1a acetyl inh: PGC1a acetylation modulation, inhibitor mode | AID 651687 | inhibition, % at 15.6 µM | U2OS PGC1a acetylation, AlphaScreen anti-acetyl-lysine; with virally co-expressed GCN5 acetyltransferase | hit rate 0.17% among 350,000;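 active = every replicate shows inhibition of at least 40%; inconclusive = mean inhibition at least 40% but some replicate below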;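 also: 0% = neutral control wells and 100% = positive control wells; some results beyond the cut were filed as inactive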
RAD54 branch: blocks human RAD54 Holliday junction branch migration; Q92698; FAM/BHQ fluorescence; inhibition, % at 10.4 µM; hit rate 0.14% among 360,000; AID 602329;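 active = mean normalized replicate activity at least 40 and at least half of replicates scoring 40 or more; inconclusive = only one of the two criteria met; inactive = mean below 40 and under half of replicates reaching 40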;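 also: 0% = median of neutral control wells and 100% = median of positive control wells; inhibitors cause a drop in the FAM fluorescence signal; in these data hits start at about 50%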
RAD52 inh: blocks human RAD52 DNA annealing; inhibition, % at 18.7 µM; AID 651710; P43351; hit rate 0.46% among 360,000; recombinant RAD52 DNA annealing, FRET fluorescence;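 active = every replicate showing at least 50% inhibition; inconclusive = mean inhibition at least 50% but not in every replicate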
Target sequence (P43351 whole entry, looked up): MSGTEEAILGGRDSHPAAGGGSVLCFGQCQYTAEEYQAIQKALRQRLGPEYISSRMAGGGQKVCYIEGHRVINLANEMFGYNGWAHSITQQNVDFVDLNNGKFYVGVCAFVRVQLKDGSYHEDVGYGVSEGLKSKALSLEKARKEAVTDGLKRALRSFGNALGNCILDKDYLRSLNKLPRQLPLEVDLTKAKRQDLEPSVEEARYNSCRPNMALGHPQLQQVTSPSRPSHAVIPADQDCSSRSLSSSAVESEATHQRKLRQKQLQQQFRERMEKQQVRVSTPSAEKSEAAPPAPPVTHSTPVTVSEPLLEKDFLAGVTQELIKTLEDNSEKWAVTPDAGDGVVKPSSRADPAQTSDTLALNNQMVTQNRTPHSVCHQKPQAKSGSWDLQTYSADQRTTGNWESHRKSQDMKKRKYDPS
* hit, by the source's call; i = inactive; ? = inconclusive; . = not tested or not shown; & = joins results of further samples; [ ] = another dose, or the depositor's remark. Only part of the results is shown (hit frequency here may not be typical).

SMILES	E-sel inducer	ERAP1 inh	Cneo AK release	PglD DTNB	miR122 inh	PGC1a acetyl inh	RAD54 branch	RAD52 inh
COC(=O)C1=C(c2cc3ccccc3o2)C[C@@H]2CC[C@H]1N2C(=O)N1CCC(O)CC1	1.2	.	0.2	-0.8	1.5	3.4	-4.2	-8.3
CC(C)c1cccc(C(C)C)c1OCCn1ccnc1	.	.	6.8	-2.3	0.3	-3.9	-3.4	.
CN1C(=O)NC(=O)/C(=C/c2ccc([N+](=O)[O-])s2)C1=O	.	5.2	-4.3	5.7	-4.2	-5.3	-12.6	-44.2
O=C(N/N=C/c1c(O)n(CCc2ccc(F)cc2)c(=O)[nH]c1=O)c1ccccc1	.	0.5	0.3	7.7	-2.6	2.9	5.1	-78.0
COC(=O)C1=C(c2ccc(OC(F)(F)F)cc2)C[C@@H]2CC[C@H]1N2C(=O)NC1CC1	-0.1	-0.9	-1.4	1.2	-1.1	3.9	6.0	-10.7
O=C(C(=O)N1CCOCC1)c1cn(Cc2ccc(F)cc2)c2ccccc12	.	3.0	1.6	5.4	.	2.8	-10.4	-16.5
COC(=O)C1=C(c2ccc(OC)c(OC)c2)C[C@@H]2CC[C@H]1N2C(=O)NCCCOC(C)C	1.7	.	1.7	-3.6	-6.5	9.1	-2.2	7.9
Cc1csc(NC(=O)C(Cl)c2ccccc2)n1 (configuration not stated) (tested in a mixture with another compound)	-0.2	2.2	0.2	2.9	-4.8	-1.2	-4.0	-0.6
CC(=O)N(C1=NCCCS1)c1ccc(Cl)cc1	8.0	0.2	.	.	1.6	-6.9	.	-18.1
Cc1c(N=Cc2c(O)n(Cc3ccco3)c(=O)[nH]c2=O)c(=O)n(-c2ccccc2)n1C	.	.	-1.1	-2.5	2.7	-1.5	-13.2	.
O=c1[nH]c(=S)[nH]c(O)c1N=Nc1ccc(S(=O)(=O)N2CCOCC2)cc1	-0.1	.	.	.	-7.3	1.3	.	-27.5
O=C(CCn1nc(-c2ccc(Cl)cc2)ccc1=O)N1CCC2(CC1)OCCO2	?	.	0.0	-1.2	-2.6	3.8	2.1	-8.4
Cc1ccc(OCC(=O)N2CCN(CC3CC4C=CC3C4)CC2)cc1 (configuration not stated)	.	.	0.0	3.5	1.4	2.3	-1.6	.
COc1ccc(C(CNC(=O)c2ccc3c(c2)CCC3)N(C)C)cc1 (configuration not stated)	.	1.5	0.8	-6.2	-4.3	-0.5	4.6	-19.0
Cc1ccc(C2CC(=O)C(C=NCCN3CCN(C(=O)Cc4ccccc4)CC3)=C(O)C2)cc1 (configuration not stated)	.	.	-7.9	-7.0	-4.5	-0.3	8.4	.
Cc1ccc(-c2cc(-c3ccc(C)cc3)[n+](-c3ccc(C(=O)O)cc3)c(-c3ccc(C)cc3)c2)cc1	0.3	0.2	5.2	-1.9	0.0	-3.3	10.7	0.4
CC(C)c1ccc(C2NCc3ccccc3-n3cccc32)cc1 (configuration not stated)	0.7	2.1	1.5	-4.7	2.9	-3.9	-5.1	-9.5
O=C(c1cn(Cc2ccccc2)c2ccccc12)N1CCCCC1	-0.1	6.1	.	.	54.2	-8.1	.	-5.9
C[C@]12CC[C@@H](O)C[C@H]1CC[C@@H]1[C@@H]2CC[C@]2(C)C(=O)CC[C@@H]12	1.6	2.1	2.0	-2.7	8.5	-14.9	1.4	-2.7
Cc1cccc(NC(=O)C(C)N2CC=C(c3ccccc3)CC2)c1 (configuration not stated)	0.7	-3.0	.	.	4.1	1.8	.	-38.5
CCCCn1c(=O)c(C(=O)Nc2ccccc2N)c(O)c2ccccc21	.	-1.3	-2.0	1.7	2.5	2.6	11.4	-12.2
C=C(CC1CC(O)[C@]2(C)OC3CC4OC5C[C@]6(C)O[C@]7(C)CCC8OC9C[C@]%10(C)OC%11C(C)=CC(=O)OC%11CC%10OC9C[C@@H](C)C8OC7CC6O[C@]5(C)C/C=C\C4OC3CC2O1)C(=O)O (some centres not stated)	-0.3	51.4*	-1.3	-3.9	-4.1	3.7	0.0	-15.3
O=c1[nH]c(=O)n(C2CCCCC2)c(O)c1C1NCCc2ccccc21 (configuration not stated)	.	.	-0.1	-1.1	0.7	-0.1	-4.0	.
CC1CC=CCC12C(=O)NC(=S)NC2=O (configuration not stated)	-0.1	1.1	.	.	8.8	2.1	.	-1.8
COc1cc(C)cc2oc(=O)c(CC(=O)N3C[C@H]4C[C@@H](C3)c3cccc(=O)n3C4)c(C)c12	.	-1.1	0.0	-3.6	-8.1	9.7	-1.7	0.4

Reprinted at random: five records from the list
SMILES	E-sel inducer	ERAP1 inh	Cneo AK release	PglD DTNB	miR122 inh	PGC1a acetyl inh	RAD54 branch	RAD52 inh
O=C(c1cn(Cc2ccccc2)c2ccccc12)N1CCCCC1	-0.1	6.1	.	.	54.2	-8.1	.	-5.9
O=c1[nH]c(=S)[nH]c(O)c1N=Nc1ccc(S(=O)(=O)N2CCOCC2)cc1	-0.1	.	.	.	-7.3	1.3	.	-27.5
COC(=O)C1=C(c2cc3ccccc3o2)C[C@@H]2CC[C@H]1N2C(=O)N1CCC(O)CC1	1.2	.	0.2	-0.8	1.5	3.4	-4.2	-8.3
CN1C(=O)NC(=O)/C(=C/c2ccc([N+](=O)[O-])s2)C1=O	.	5.2	-4.3	5.7	-4.2	-5.3	-12.6	-44.2
Cc1c(N=Cc2c(O)n(Cc3ccco3)c(=O)[nH]c2=O)c(=O)n(-c2ccccc2)n1C	.	.	-1.1	-2.5	2.7	-1.5	-13.2	.

More compounds
SMILES	E-sel inducer	ERAP1 inh	Cneo AK release	PglD DTNB	miR122 inh	PGC1a acetyl inh	RAD54 branch	RAD52 inh
CN(C)[C@@H]1C(=O)C(C(N)=O)=C(O)[C@@]2(O)C(=O)C3=C(O)c4c(O)cccc4[C@@](C)(O)[C@H]3[C@H](O)[C@@H]12	-2.4	2.0	-0.9&-0.2	-1.1&-1.0	4.6&-2.3	7.1&2.0	-6.5&-8.1	i
CCOc1ccccc1-n1c(O)c(C=NCCCn2ccnc2)c(=O)[nH]c1=O	.	.	0.7	-6.8	8.3	9.0	-10.8	-9.7
COc1ccc(C(O)(c2cncnc2)C2CC2)cc1 (configuration not stated)	.	-2.2	1.9	.	.	10.1	.	6.9
CCOC(C(=O)OCCC[N+](C)(CC)CC)(c1ccccc1)c1ccccc1	.	1.5	0.9	-9.9	-0.8	4.4	5.8	-10.4
CC1CN=C(NCc2ccccc2Cl)S1 (configuration not stated)	.	3.0	0.8	2.7	-8.8	.	1.1	-12.6
COC(=O)C1=C(c2cccc(C#N)c2)C[C@@H]2CC[C@H]1N2C(=O)NC1CCCCC1	-0.2	-1.3	4.1	0.3	-1.2	-7.4	-5.5	-10.5
COc1ccc(OC)c(C(O)C(C)N)c1 (configuration not stated)	-0.3	1.1	-5.7&3.0	-2.2&-0.5	2.2	3.0	-5.1&7.9	5.7
O=C(CCc1ccc(O)cc1)N1C[C@H]2C[C@@H](C1)c1cccc(=O)n1C2	.	-0.8	2.9	10.5	-4.1	12.2	-3.6	-3.1
COC(=O)C1=C(c2ccc(F)cc2OCc2ccccc2)C[C@@H]2CC[C@H]1N2C(=O)NCCOc1ccc(OC)cc1	-0.1	8.6	6.3	6.4	4.1	-3.3	0.0	-14.6
O=C(CN1CCOCC1)c1cccc2ccccc12	.	.	-0.1	5.7	1.3	3.2	2.6	.
OC(C#CCN1CCOCC1)(c1ccccc1)C1CCCC1 (configuration not stated)	.	.	-3.8	-1.0	-2.9	-2.5	-5.2	.
O=C(CNS(=O)(=O)c1ccc(Br)s1)N1CCC2(CC1)OCCO2	.	.	2.5	0.5	-3.6	-3.5	0.2	.
COC(=O)N1Cc2ccccc2-n2nncc2C1	.	-1.2	-0.6	-3.5	-5.0	-13.1	4.2	-11.6
c1ccc(C(CN2CCCCC2)c2ccccc2)cc1	3.7	0.9	3.9	2.8	-2.6	40.7*	-3.0	-30.8
CCC(=NCCCN(C)C)c1c(O)n(-c2ccc(OC)cc2)c(=O)[nH]c1=O	.	.	0.2	6.5	-2.5	4.9	-5.5	.
COc1ccc(CC2(CCc3ccncc3)C(=O)NC(=O)NC2=O)cc1OC	1.4	5.0	-0.2	-0.7	-9.5	1.9	-10.4	-6.7
C#C[C@]1(O)CC[C@H]2[C@@H]3[C@H](O)C[C@H]4C[C@@H](O)CC[C@]4(C)[C@H]3CC[C@@]21C	0.3	-2.7	2.5	9.7	-0.6	3.0	6.5	-7.2
COc1ccccc1Cn1c(SCC#N)nc2cc(C(=O)N3CCC4(CC3)OCCO4)ccc2c1=O	0.3	2.0	2.6	5.4	-6.8	8.7	10.4	-5.8
COc1ccc(C2SCC(=O)Nc3c2c(C)nn3C2CCOC(C)(C)C2)cc1 (configuration not stated)	.	.	0.7	5.1	-11.2	-7.7	-2.0	.
OCCOCCO	.	1.0	-0.9	-2.6	-16.8	-2.3	-9.4	-13.7
CCc1ccc(N2C(=O)NC(=O)C(Cc3ccc(OC)cc3OC)C2=O)cc1 (configuration not stated)	.	.	1.7	-1.0	-8.5	12.5	-4.0	.
Cc1ccc(S(=O)(=O)N2Cc3cnnn3-c3ccccc3C2C#N)cc1 (configuration not stated)	.	-2.0	0.9	6.0	1.2	10.4	-14.2	-6.3
CN(C)P(=O)(N(C)C)N1CC1	.	1.2	-0.1	1.3	.	-0.7	-5.1	-11.0
Cn1c(O)c(C=NCc2ccco2)c(=O)n(C)c1=O	.	.	7.3	-4.1	-7.4	.	4.6	.
C=CCn1c(O)c(C=NCCN(C)C)c(=O)[nH]c1=O	.	.	-2.9	7.1	0.3	0.7	-12.1	.
N=Cc1c(O)n(-c2ccccc2)c(=O)n(-c2ccccc2)c1=O	.	-1.5	0.2	1.9	5.3	10.3	-7.3	-12.8
COC(=O)[C@H]1[C@H](CO)[C@H]2Cn3c(ccc(C4=CCCC4)c3=O)[C@@H]1N2S(=O)(=O)c1cn(C)cn1	-0.1	2.0	4.9	-2.2	-1.7[16.7 µM]	.	-10.8	-14.7
C[C@]12CC[C@@H](O)CC1=CCC1C2CC[C@@]2(C)C1CC[C@@H]2N (some centres not stated)	0.6	2.6	-2.4	-4.9	7.0	-2.5	6.7	-1.5
CCOC(=O)c1c(C)[nH]c(C(=O)C(Cc2ccccc2)N(C)C)c1C (configuration not stated)	.	.	-8.4	-0.3	3.5	-12.1	9.9	.

An excerpt from above in order of molecular weight, low to high:
SMILES	E-sel inducer	ERAP1 inh	Cneo AK release	PglD DTNB	miR122 inh	PGC1a acetyl inh	RAD54 branch	RAD52 inh
COC(=O)N1Cc2ccccc2-n2nncc2C1	.	-1.2	-0.6	-3.5	-5.0	-13.1	4.2	-11.6
Cn1c(O)c(C=NCc2ccco2)c(=O)n(C)c1=O	.	.	7.3	-4.1	-7.4	.	4.6	.
CC(C)c1cccc(C(C)C)c1OCCn1ccnc1	.	.	6.8	-2.3	0.3	-3.9	-3.4	.
Cc1cccc(NC(=O)C(C)N2CC=C(c3ccccc3)CC2)c1 (configuration not stated)	0.7	-3.0	.	.	4.1	1.8	.	-38.5
Cc1ccc(S(=O)(=O)N2Cc3cnnn3-c3ccccc3C2C#N)cc1 (configuration not stated)	.	-2.0	0.9	6.0	1.2	10.4	-14.2	-6.3
O=c1[nH]c(=S)[nH]c(O)c1N=Nc1ccc(S(=O)(=O)N2CCOCC2)cc1	-0.1	.	.	.	-7.3	1.3	.	-27.5

Bioassay records as filed in PubChem.
